Screening results deposited in PubChem BioAssay by National Center for Advancing Translational Sciences (NCATS).
Menin MLL FP TR: qHTS Assay for Inhibitors Targeting the Menin-MLL Interaction in MLL Related Leukemias: Competition With Texas Red Labeled MLL-derived Mutant Peptide; 0.23% of 270,000 active; Menin + Texas Red MLL mutant peptide, fluorescence polarization; Potency, µM (doses to about 61.6 µM), for inactives: at the top dose FP activity change, negative = inhibition, usual class: inhibitors; O00255; active means well fitted inhibition curve with a large enough effect in the polarisation, with a control signal flat, not every such curve was filed as active; inconclusive means small, poorly fitted or top-dose-only effect, or effect the other way, or a change in a side signal; inactive means no such curve, though single readings can be large or run the other way; the % refers to the polarisation; further: potency means the concentration at half of the fitted maximal effect; % of control where 0% means no effect; many of its hits are not listed in these tables
AT treatment: qHTS Assay for Identifying a Potential Treatment of Ataxia-Telangiectasia; Potency, µM (titrated, usually from 57.5 µM), without a hit: at the highest dose activation, most hits filed as activators; […] A-T fibroblasts, KAP-1 phosphorylation AlphaLISA; neocarzinostatin DNA damage 30 min before lysis; 0.19% of 320,000 active; further: potency means the concentration at half of the fitted maximal effect; % of control where 0% means no effect; nearly all actives have a fitted effect of over 45% in size
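hTERT-immortalized A-T patient fibroblasts ([…]), 500 cells/well in OPTI-MEM, 1% FBS, got compounds for 60 min, then NCS for 30 min at 37C. Lysates were then assayed for phospho-KAP-1 by AlphaLISA (anti-pKAP1 donor, anti-KAP1 acceptor beads), 6 hr at 25C.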
CXXC DNA block: qHTS Fluorescence Polarization Assay for Inhibitors of MLL CXXC domain - DNA interaction. Histone-lysine N-methyltransferase 2A (Homo sapiens), Q03164. MLL-CXXC / FITC-HOXA9 DNA fluorescence polarization. Potency, µM (series often up to 115 µM), for the others: at the top dose activity change, negative = inhibition, hits mostly inhibitors. 0.037% of 290,000 active; active means well fitted inhibition curve with a large enough effect in the polarisation, with a control signal flat, not every such curve was filed as active; inconclusive means small, poorly fitted or top-dose-only effect, or effect the other way, or a change in a side signal; inactive means no such curve, though single readings can be large or run the other way; the % refers to the polarisation; further: potency means the concentration at half of the fitted maximal effect
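Steps: dispense CXXC domain solution (7 uM) → pin compounds or unlabeled HOX-A9 DNA control → 5 min ambient → add FLSN-HOX-A9 solution (50 nM) → spin → 30 min ambient → fluorescence polarization. Tris pH 7.5/NaCl/DTT/BSA buffer.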
TCR activator: Activators of T cell receptors: qHTS campaign. primary human leukocytes, anti-CD3, IL-2 HTRF, 48 h. Potency, µM (titrated, usually from 9.22 µM), without a hit: at the highest dose activation of IL-2 secretion, most hits filed as activators. 330,000 tested, under 10 active. AID 504894, 2011; further: % of control where 0% means no effect
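Human primary leukocytes + a-CD3 beads + cpd, 48 hr; IL-2 in supernatant by HTRF (ex 320nm / em 665nm). No co-stimulatory signal supplied.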
TSHR antag: Antagonists of the Thyroid Stimulating Hormone Receptor: HTS campaign. Thyrotropin receptor (Homo sapiens), P16473. TSHR-expressing cells, TSH-stimulated cAMP HTRF, 2 h; hits give low values. activity change, negative = inhibition, % at 11.5 µM. 0.2% of 330,000 active. AID 504810, 2011;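 active means activity change below a set negative limit, meaning inhibition stronger than a set level, cut at about -70% in these data; inconclusive means activity change between two set negative limits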; further: on the % scale 0 is the no-effect control and ±100 the full control effect
Target sequence (P16473 whole entry, looked up): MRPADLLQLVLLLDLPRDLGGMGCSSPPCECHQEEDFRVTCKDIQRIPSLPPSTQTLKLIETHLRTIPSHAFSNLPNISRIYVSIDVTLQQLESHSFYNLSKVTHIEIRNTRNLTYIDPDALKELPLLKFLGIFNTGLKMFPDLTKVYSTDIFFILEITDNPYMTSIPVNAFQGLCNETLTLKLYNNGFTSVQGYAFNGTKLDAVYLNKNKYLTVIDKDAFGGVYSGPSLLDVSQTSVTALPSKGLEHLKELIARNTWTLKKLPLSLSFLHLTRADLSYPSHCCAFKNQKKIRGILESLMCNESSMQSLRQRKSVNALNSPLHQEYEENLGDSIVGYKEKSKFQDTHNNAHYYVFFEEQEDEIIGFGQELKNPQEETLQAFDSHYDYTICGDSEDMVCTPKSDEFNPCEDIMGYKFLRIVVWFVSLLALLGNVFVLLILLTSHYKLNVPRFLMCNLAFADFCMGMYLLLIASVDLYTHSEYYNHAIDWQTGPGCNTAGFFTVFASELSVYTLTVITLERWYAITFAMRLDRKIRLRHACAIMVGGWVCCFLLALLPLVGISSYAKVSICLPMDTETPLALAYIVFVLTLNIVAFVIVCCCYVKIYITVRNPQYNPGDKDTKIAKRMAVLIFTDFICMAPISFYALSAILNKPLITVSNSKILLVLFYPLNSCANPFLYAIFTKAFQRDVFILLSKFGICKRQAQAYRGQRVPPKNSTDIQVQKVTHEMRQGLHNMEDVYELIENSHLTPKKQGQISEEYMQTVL
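Antagonism was scored as loss of TSH-driven cAMP in TSHR cells, stimulated with 4nM TSH (EC80) for 2 hours at 37 deg C and detected by homogeneous HTRF competition immunoassay.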
Mito fusion yeast: qHTS Assay for Small Molecule Inhibitors of Mitochondrial Division or Activators of Mitochondrial Fusion. S. cerevisiae fusion-defective mutant growth rescue, CellTiterGlo 48 h. Potency, µM (doses to about 46.1 µM), without a hit: top-dose growth rescue (activation), actives largely listed as activators. 0.23% of 320,000 active. AID 485298, 2010;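 further: potency means the concentration at half of the fitted maximal effect; % of control where 0% means no effect; nearly all actives have a fitted effect of over 45% in size; temperature-sensitive fusion mutants such as fzo1-1 at 37 °C on non-fermentable ethanol glycerol medium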
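Luminescent cell viability in 1536-well qHTS format served as the measure of rescued growth in ts fusion-mutant S. cerevisiae cultured on non-fermentable YPEG for 48 hours at 37C.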
S-ASM inh: Inhibitors of Secretory Acid Sphingomyelinase (S-ASM): qHTS | Sphingomyelin phosphodiesterase (Homo sapiens), P17405 | Potency, µM (titrated, usually from 57.5 µM), for inactives: at the highest dose activity change, negative = inhibition, actives largely listed as inhibitors | 0.006% of 340,000 active | placental ASM, HMU-PC fluorogenic substrate, 60 min | AID 504937, 2011; further: potency means the concentration at half of the fitted maximal effect
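qHTS format. ASM enzyme prepared from human placenta hydrolyses the fluorogenic substrate HMU-PC0 (9 uM final) over 60 min at 37 °C after a 10 min compound preincubation.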
Integrin act MD: qHTS for Activators of Integrin-Mediated Alleviation for Muscular Dystrophy | 0.064% of 350,000 active | Potency, µM (highest dose often 38.3 µM), for the others: at the top dose activation, hits mostly activators | alpha7betagal myoblasts, beta-gal FDG fluorescence, 48 h | AID 624291, 2012;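 further: potency means the concentration at half of the fitted maximal effect; 100% = response of the positive control SU9516; nearly all actives have a fitted effect of over 60% in size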
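Alpha7betagal+/- myoblasts (passage 13) were plated 16-24 hr, then exposed to compounds (1:260 dilution of DMSO stock) for 48 hours at 37C. After MPER lysis, β-galactosidase reporter activity was read as FDG fluorescence (ex 480/em 540) after 30 minutes.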
An asterisk follows results filed as active; ? = inconclusive; · = not tested or not shown; [ ] = dose if it differs, or a comment. Unless noted, the call rests on the fitted dose curve; in most records, active means well fitted curve in the direction sought with a large enough effect; inconclusive means small, poorly fitted or top-dose-only effect, or another doubt; inactive means no such curve, though single readings can be large; an effect the other way counts as inactive or inconclusive.

SMILES	Menin MLL FP TR	AT treatment	CXXC DNA block	TCR activator	TSHR antag	Mito fusion yeast	S-ASM inh	Integrin act MD
CCCCN1C(=O)C(CC(=O)NCCN2CCOCC2)CC(C(=O)N(C(C)C)C(C)C)=C1C (stereo not drawn)	·	·	·	·	·	·	·	5%
Cc1ccc(S(=O)(=O)N2C[C@@H](C)[C@]3(C2)[C@H](O)[C@H](OC(=O)NCc2ccccc2)C[C@H]2C(=O)N(c4ccccc4)C(=O)[C@H]23)cc1	·	·	·	·	·	·	·	-13%
COc1cc(-n2c(C)nc3ncn(-c4ccccc4)c3c2=O)cc(OC)c1OC	·	·	·	·	·	·	·	-5%
CCOC(=O)C1=C(Nc2ccc(OC)cc2)C(N)=NC1=N	·	·	·	·	·	·	·	-45%[inhibitor]
COc1ccc(/C=C/C(=O)OCC(=O)N2c3ccccc3CC2C)cc1OC (stereo not drawn)	·	·	·	·	·	·	·	-13%
O=C1NC(Cc2ccccc2)c2nc3ccc(F)cc3c(=O)n2-c2cc3ccccc3cc21 (stereo not drawn)	·	·	·	·	·	·	·	0%
Nc1cc(S(=O)(=O)c2ccc(N3CCCCC3)c(N)c2)ccc1N1CCCCC1	·	·	·	·	·	·	·	-6%
O=c1[nH]c2ccccc2c(=O)c2ccccc12	·	·	·	·	·	·	·	-7%
Cn1c(=O)c2c(ncn2CCOC(=O)C(C)(C)Oc2ccc(Cl)cc2)n(C)c1=O	5%	·	4%	·	·	·	·	-3%
CC[C@@H](C)[C@H]1O[C@]2(CC[C@H]1C)C[C@@H]1C[C@@H](CC=C(C)[C@@H](O[C@H]3C[C@H](OC)[C@@H](O[C@H]4C[C@H](OC)[C@@H](O)[C@H](C)O4)[C@H](C)O3)[C@@H](C)C=CC=C3CO[C@@H]4[C@H](O)C(C)=C[C@@H](C(=O)O1)[C@]34O)O2	·	·	·	·	-18	2.3µM*	·	·
C[C@H]1O[C@@H](n2cc(F)c(=O)[nH]c2=O)[C@H](O)[C@H]1O	·	·	·	·	1	1%	·	·
Cc1cccc(-c2[nH]c(C(C)(C)C)nc2-c2ccc3nccnc3c2)n1	·	·	·	·	-10	-39%[inhibitor]	·	·

Fetched by structure from the entries so far (five):
SMILES	Menin MLL FP TR	AT treatment	CXXC DNA block	TCR activator	TSHR antag	Mito fusion yeast	S-ASM inh	Integrin act MD
O=c1[nH]c2ccccc2c(=O)c2ccccc12	·	·	·	·	·	·	·	-7%
CC[C@@H](C)[C@H]1O[C@]2(CC[C@H]1C)C[C@@H]1C[C@@H](CC=C(C)[C@@H](O[C@H]3C[C@H](OC)[C@@H](O[C@H]4C[C@H](OC)[C@@H](O)[C@H](C)O4)[C@H](C)O3)[C@@H](C)C=CC=C3CO[C@@H]4[C@H](O)C(C)=C[C@@H](C(=O)O1)[C@]34O)O2	·	·	·	·	-18	2.3µM*	·	·
Nc1cc(S(=O)(=O)c2ccc(N3CCCCC3)c(N)c2)ccc1N1CCCCC1	·	·	·	·	·	·	·	-6%
Cn1c(=O)c2c(ncn2CCOC(=O)C(C)(C)Oc2ccc(Cl)cc2)n(C)c1=O	5%	·	4%	·	·	·	·	-3%
COc1cc(-n2c(C)nc3ncn(-c4ccccc4)c3c2=O)cc(OC)c1OC	·	·	·	·	·	·	·	-5%

Additional records
SMILES	Menin MLL FP TR	AT treatment	CXXC DNA block	TCR activator	TSHR antag	Mito fusion yeast	S-ASM inh	Integrin act MD
CCCCC#Cc1nc(NC)c2ncn([C@@H]3O[C@H](CO)[C@@H](O)[C@H]3O)c2n1	·	·	·	·	-8	1%	·	·
O=C1NC(=O)/C(=C/c2ccc3nccnc3c2)S1	·	·	·	·	-23	9.2µM*	·	·
NC(=O)c1ccc2[nH]ccc2c1	·	·	·	·	-15	-6%	·	·
COc1cc2nc(N3CCCN(C)CC3)nc(NC3CCN(Cc4ccccc4)CC3)c2cc1OC	·	·	·	·	-19	11%	·	·
NC(=S)NCCC[C@H](N)C(=O)O	·	·	·	·	-13	-26%	·	·
COc1ccc2c(c1)CCC1C2CC[C@@]2(C)C1CC[C@@H]2NCCCCCCN1C(=O)CCC1=O (stereo partly drawn)	·	·	·	·	-36	?	·	·
Oc1ccc2ccccc2c1SSc1c(O)ccc2ccccc12	·	·	·	·	15	6%	·	·
CN1C(=O)CC[C@H]1c1cccnc1	·	·	·	·	-3	12%	·	·
Nc1nc(SCc2ccc([N+](=O)[O-])cc2)c2ncn([C@@H]3O[C@H](CO)[C@@H](O)[C@H]3O)c2n1	·	·	·	·	12	-9%	·	·
C=C1C[C@@]23CC[C@H]4[C@@](C)(CCC[C@@]4(C)C(=O)OC4OC(CO)C(O)C(O)C4O)[C@@H]2CC[C@]1(OC1OC(CO)C(O)C(O)C1OC1OC(CO)C(O)C(O)C1O)C3 (stereo partly drawn)	·	·	·	·	-7	-7%	·	·
CC(=O)Nc1ccc(OCC(=O)Nc2ccc(Cl)c(S(=O)(=O)N3CCOCC3)c2)cc1	·	-11%	·	·	-7	·	·	·
Cc1ccc2nc3n(c(=O)c2c1)-c1cc(Cl)ccc1C(=O)NC3Cc1ccc(O)cc1 (stereo not drawn)	·	7%	·	·	13	·	·	·

Part of the list above in order of molecular weight, falling:
SMILES	Menin MLL FP TR	AT treatment	CXXC DNA block	TCR activator	TSHR antag	Mito fusion yeast	S-ASM inh	Integrin act MD
COc1ccc2c(c1)CCC1C2CC[C@@]2(C)C1CC[C@@H]2NCCCCCCN1C(=O)CCC1=O (stereo partly drawn)	·	·	·	·	-36	?	·	·
Cc1ccc2nc3n(c(=O)c2c1)-c1cc(Cl)ccc1C(=O)NC3Cc1ccc(O)cc1 (stereo not drawn)	·	7%	·	·	13	·	·	·
NC(=S)NCCC[C@H](N)C(=O)O	·	·	·	·	-13	-26%	·	·

(more compounds)
SMILES	Menin MLL FP TR	AT treatment	CXXC DNA block	TCR activator	TSHR antag	Mito fusion yeast	S-ASM inh	Integrin act MD
O=C1NC(Cc2ccc(O)cc2)c2nc3ccc(Br)cc3c(=O)n2-c2ccc(Cl)cc21 (stereo not drawn)	·	-5%	·	·	1	·	·	·
CC(C)n1cnc2c(NCc3ccccc3)cc(N[C@@H](CO)Cc3ccccc3)cc21	·	11%	·	·	22	·	·	·
O=C1NC(Cc2ccccc2)c2nc3cc(Cl)ccc3c(=O)n2-c2cc(Cl)ccc21 (stereo not drawn)	·	-7%	·	·	-1	·	·	·
O=C1NC(Cc2ccccc2)c2nc3cc(F)ccc3c(=O)n2-c2ccccc21 (stereo not drawn)	·	-8%	·	·	5	·	·	·
O=C1NC(Cc2ccccc2)c2nc3ccc(F)cc3c(=O)n2-c2cc(Cl)ccc21 (stereo not drawn)	·	-4%	·	·	7	·	·	·
O=C1NC(Cc2ccccc2)c2nc3ccc(F)cc3c(=O)n2-c2ccccc21 (stereo not drawn)	·	2%	·	·	-7	·	·	·
C[C@H](NC(=O)c1nc[nH]c1C(=O)NC1CCNCC1)C(=O)OCc1ccccc1	·	12%	·	·	5	·	·	·
O=[N+]([O-])c1ccc2c(c1)S(=O)(=O)C=C2	?	·	·	·	-14	-112%[inhibitor]	·	·
Nc1ncnc2nc(-c3ccc(N4CCOCC4)nc3)cc(-c3cccc(Br)c3)c12	0%	·	·	·	-16	?	·	·
NC[C@@H]1O[C@H](c2ccccc2)Cc2c1ccc(O)c2O	5%[24.8 µM]	·	·	·	-10	16µM*	·	·
CCCCCCCCCCC(C)(C)C(=O)Nc1c(OC)cc(OC)cc1OC	-22%	·	·	·	-20	?	·	·
CC(C)(C)c1ccc(/C=C/C(=O)Nc2ccc3c(c2)OCCO3)cc1	?	·	·	·	-40	15µM*	·	·
Brc1c(Br)c(Br)c2[nH]cnc2c1Br	?	·	·	·	-4	?	·	·
CCCn1c(=O)c(C)cn2nc(N)nc12	6%[24.8 µM]	·	·	·	-11	-14%	·	·
Cc1c(CCCC(=O)O)sc(N)c1C(=O)c1cccc(C(F)(F)F)c1	·	·	·	2%	·	·	12%	·
COc1ccc(-c2nc(-c3ccc(C(=O)O)cc3)no2)cc1	·	·	·	-13%	·	·	0%	·
N#Cc1c(N)n[nH]c1Cc1cccc2ccccc12	·	·	·	-3%	·	·	9%	·
Cc1nn(S(=O)(=O)c2ccc([N+](=O)[O-])cc2)c(C)c1Sc1ccccc1	·	·	·	·	·	·	14%	1%
CCN(CC)CC#CC(C)(C)OC(C)=O	·	·	·	·	·	·	1%	-14%
Cc1ccc(NC(=O)COc2ccc(C(=O)NCCc3ccccc3)cc2)cc1	·	·	·	·	·	·	2%	-9%
Cc1nc(SCC(=O)Nc2ccccc2C(F)(F)F)c2c(=O)n(C)c(=O)n(C)c2n1	·	·	·	·	·	·	-1%	-10%
Cn1c(=O)c2c(nc(N3CCN(Cc4ccccc4)CC3)n2CC(=O)c2ccccc2)n(C)c1=O	·	·	·	·	·	·	1%	-24%
CCCn1c(SCC(=O)Nc2cc(C)on2)nc2c1c(=O)n(C)c(=O)n2C	·	·	·	·	·	·	-1%	-17%
COc1cc(OC)c(NC(=O)CSc2nc3ccncc3[nH]2)cc1Cl	·	1%	·	·	-6	-1%	·	·
Oc1cc(NCc2ccccc2)cc2cccnc12	·	-3%	·	·	14	?	·	·
O=C1NC(Cc2ccccc2)c2nc3ccccc3c(=O)n2-c2ccc(Cl)cc21 (stereo not drawn)	·	-3%	·	·	-16	-2%	·	·
COC(=O)c1cnn(-c2ccc(C(=O)Nc3cccc(C(C)=O)c3)cc2)c1N	·	28µM*	·	·	-16	3%	·	·

A portion of the library; rates above refer to the full screens.
